# zVAD death inh = inhibitors of zVAD-triggered necroptosis, primary screen, L929 cells; L929 zVAD necroptosis rescue, ATP luminescence, 24 h; with zVAD 60 µM; viability rescue, % at 10 µM; 220,000 compounds, 0.38% hits;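 active = activation, scaled between plate controls, above about 75%, limit read from the data; inactive = activation under that limit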;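 note: 0% = zVAD with DMSO and 100% = DMSO alone without zVAD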
# EBV gp42 block = Epstein-Barr virus gp42 inhibitors, primary screen, biochemical, uHTS, fluorescence polarization | 220,000 compounds, 0.42% hits | inhibition, % (tested at 21.74 µM) | Fluorescence polarization binding assay, mP read-out | AID 1085, 2008; in the data active = inhibition above about 50%
# Rad51 HR inh = human RAD51 strand exchange inhibitors, primary screen, biochemical, fluorescence. DNA repair protein RAD51 homolog 1 (Homo sapiens), Q06609. hRad51 DNA strand exchange, fluorescence dequenching. inhibition, % at 10 µM. 200,000 compounds, 0.085% hits;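 active = inhibition above 40% at the single screening dose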;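 note: 0% = DMSO control wells and 100% = blanks with heterologous ssDNA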
#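 Test system: preformed human Rad51 ssDNA filaments. Compound dosing: single dose, 10 µM final compound. Incubation: filaments 15 min 37 °C, then compound 30 min. Technique: FRET fluorescence dequenching, excitation 485 nm, emission 520 nm. Read-out basis: percent inhibition from fluorescence, normalised to plate control and blank means. Benchmarks: plate controls and plate blanks.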
# eIF4E 4G PPI = eIF4E–eIF4G protein interaction inhibitors, primary screen, biochemical, uHTS, TR-FRET, eIF4GI fragment | AID 782, 2007 | inhibition, % at 21.7 µM | Eukaryotic translation initiation factor 4E (Mus musculus) + Eukaryotic translation … | 220,000 compounds, 0.37% hits | TR-FRET eIF4E-eIF4GI(517-606) binding, 2 h;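 active = inhibition above about 30%, limit read from the data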;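 note: 0% = full FRET control wells and 100% = background wells lacking eIF4GI fragment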
# PERK inhibitor = block of dimerizer-induced PERK translation repression, primary screen, PERK inhibitor project, CHO PERK-DD cells, SEAP luminescence, HTS; CHO PERK-DD fusion, SEAP luminescence translation reporter; 220,000 compounds, 0.17% hits; Eukaryotic translation initiation factor 2-alpha kinase 3 (Homo sapiens), Q9NZJ5; inhibition, % at 5.6 µM; AID 1416, 2008;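 active = inhibition above the mean inhibition of all tested compounds plus 3 SD, set separately per screening campaign, cut at about 2.9% in these data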;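 note: PERK kinase domain activated by AP20187 dimerizer at 100 nM; 0% = DMSO with dimerizer and 100% = rapamycin at 8.4 µM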
# m-calpain inh = inhibitors of pig calpain II, primary screen, biochemical, fluorogenic peptide substrate, 1536-well; purified calpain II, 30 min; 220,000 compounds, 0.37% hits; inhibition, % at 16 µM; AID 1236, 2008;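 active = inhibition above about 50%, limit read from the data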
# Mdm2 ligase inh = MDM2-luciferase reporter signal enhancers, primary screen, MDM2 E3 ligase inhibitor project, cell-based, luminescence, 1536-well. E3 ubiquitin-protein ligase Mdm2 (Homo sapiens), Q00987. cell-based MDM2 ubiquitination luciferase reporter, 2 h; 0 = plate control, 100 = twice control, blank-subtracted. signal enhancement, % at 5 µM. 210,000 compounds, 0.11% hits. AID 1230, 2008;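 active = signal enhancement of 30% or more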;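 note: luminescence tracks abundance of the self-degrading MDM2-luciferase fusion protein; higher signal means inhibition of MDM2 E3 ligase activity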
#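 Timing – 2 h compound exposure at 37 °C · Assay system – mammalian cells stably expressing self-ubiquitinating, self-degrading MDM2 E3–luciferase fusion · Amount – 2000 cells seeded into each well · Measure – % luminescence enhancement versus blank-corrected plate control mean · Measured by – SteadyLite luminescence, 15 min reagent step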
# TNF necrop inh = inhibitors of TNF-alpha triggered necroptosis, primary screen, cell-based, Jurkat FADD-/-, single concentration. 220,000 compounds, 0.068% hits. activation (protection from cell death), % at 10 µM. Jurkat FADD-/- TNF necroptosis rescue, ATP luminescence, 24 h; 0 = TNF only, 100 = no-TNF cells. AID 463075, 2010;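 active = activation, meaning protection from cell death, of at least 50% relative to plate controls; inactive = activation below 50%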;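 note: necroptosis triggered by 40 ng/mL TNF-alpha added together with compound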
# Cl transport mod = KCC2 cotransporter modulators, thallium flux, primary screen, cell-based, HEK293 KCC2, FluoZin-2 fluorescence, MLSMR; Solute carrier family 12 member 5 (Homo sapiens), Q9H2X9; KCC2 cells, thallium flux FluoZin-2 fluorescence; B-score of Tl+ flux slope (higher = more flux/activation; lower = inhibition) at 10 µM; 190,000 compounds, 2.2% hits; AID 1456, 2008;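 active = thallium flux slope and its plate-corrected score both differing from the plate sample mean at a set confidence after two filtering rounds, in either direction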;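 note: slope of fluorescence scaled to starting intensity during 10 to 20 s after thallium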
# Numbers without * were called inactive; . = not tested or not shown; [ ] = remark or other dose.
SMILES,zVAD death inh,EBV gp42 block,Rad51 HR inh,eIF4E 4G PPI,PERK inhibitor,m-calpain inh,Mdm2 ligase inh,TNF necrop inh,Cl transport mod
Cc1cc(SC(C)C(=O)Nc2c(C)n(C)n(-c3ccccc3)c2=O)nc2ccccc12 (configuration not stated),0.0,-3.2,4.0,-1.9,-0.6,-36.4,-12.4,-0.8,0.499
COc1cc(CNCCc2ccccc2F)ccc1OCC(=O)N1CCCCC1,-0.1,-10.1,-0.2,-0.7,0.0,32.9,-15.4,1.7,0.872
Cc1cc(C)n(-c2nc3c(c(=O)[nH]c(=O)n3C)n2CC(O)COc2ccc(Cl)cc2Cl)n1 (configuration not stated),0.1,-3.5,0.1,-2.5,-0.2,27.7,-0.7,-5.3,-0.393
COc1ccc(CN(C(=O)c2oc3ccccc3c2C)C2CCS(=O)(=O)C2)cc1 (configuration not stated),-0.4,-3.8,0.2,5.2[fluorescence artefact?],-1.6,17.6,2.5,-1.8,-2.75
CC12CCC(C(=O)Nc3cccc(Cl)c3Cl)([C@H](Br)C1=O)C2(C)C (some centres not stated),0.9,-23.4,14.8,1.4,-0.5,2.1,-12.4,4.3,-0.401
CCc1cc(=O)[nH]c(SCc2ccc(C)cc2)n1,0.0,5.8,3.0,0.1,0.4,16.3,-6.0,-1.6,-2.51
CC1(C)C(c2cccs2)=[N+]([O-])C2(CCCCC/C2=N\NC(N)=S)N1O (configuration not stated),0.2,-20.9,4.0,0.3,0.3,-8.9,1.0,1.1,-1.1
O=C(CSCc1ccc(Cl)cc1)N1CCCCC1,0.5,10.4,6.7,5.0,-0.3,29.9,1.6,9.0,.
O=C(Nc1cnn(Cc2ccc(F)cc2)c1)c1cnn2c(C(F)F)cc(-c3ccccc3)nc12,0.4,-6.2,.,-6.5,0.9,26.1,-1.5,-8.7,0.0408
CCN(CC)c1ccc(/C=C(\C#N)C(=O)NCc2ccco2)cc1,19.7,-97.3,-21.5,3.0,-1.0,23.9,-7.2,6.0,-1.07
COCCNC(=O)CSc1nc2cc(OC)c(OC)cc2c(=O)n1CCc1ccc(S(N)(=O)=O)cc1,-0.2,1.6,-1.9,-0.5,0.1,10.6,-5.5,-0.1,1.64
CCOc1ccccc1C(=O)NC(C(=O)OCC(=O)Nc1nnc(-c2ccccc2)o1)C(C)C (configuration not stated),-0.3,-10.9,-0.7,-4.7,1.8,-10.9,5.0,-1.8,-0.0992
COc1ccccc1/C=C/C(=O)NC(=S)Nc1ccc(S(=O)(=O)N(C)c2ccccc2)cc1,-0.3,-3.0,-1.6,-0.3,1.4,-4.5,-6.9,-0.8,-0.058
Cc1ccc(NC(=O)c2ccc(-n3cncn3)c([N+](=O)[O-])c2)cc1,0.8,-14.7,-7.6,2.9,1.6,-4.5,3.4,-1.9,.
O=C(NCc1ccncc1)c1cccc(Cn2cc(Br)cn2)c1,0.0,-2.1,-5.8,0.5,-0.9,-15.4,-6.8,6.3,.
COc1ccc(COc2ccsc2C(=O)Nc2ccc(Cl)c(Cl)c2)cc1,-0.1,-14.6,3.0,-21.5,0.8,8.0,-13.1,-0.3,.
Oc1ccc(Nc2nc3ccccc3nc2Nc2ccc(O)cc2)cc1,58.4,-14.7,-2.3,0.4[fluorescence artefact?],-1.2,-168.2,21.4,-20.1,0.289
COc1ccc(CC(=O)N/N=C/c2ccc(-c3cccc(C(=O)O)c3)o2)cc1OC,1.0,-4.5,.,-1.4,1.2,-3.8,-7.0,-0.3,-0.241
Cc1occc1C(=O)N/N=C/C=C/c1ccccc1[N+](=O)[O-],0.9,13.6,8.9,-2.1,-0.3,-8.0,-3.0,1.2,0.178
COc1ccccc1CNC(=O)Cn1cc2c(n1)CCCC2,0.7,-18.5,-3.1,-8.2,0.6,-4.1,-5.8,-0.6,-0.0779
c1cncc(-c2nc(-c3ccc4c(c3)OCO4)cs2)c1,-0.5,-18.0,-1.9,-5.8,-1.1,-6.2,-22.6,-1.3,-0.0463
O=C(CSc1nc2[nH]ncc2c(=O)n1-c1ccccc1)NCc1cccs1,1.1,-16.4,-23.3,-0.5,0.4,-43.7,-18.4,1.8,0.24
O=C(NC1CCCCC1)N1CCCC1,0.8,-15.1,9.7,-0.5,0.0,-24.7,-0.6,1.1,-0.473
O=C(Cn1c2ccccc2c(=O)c2ccccc21)Nc1cccc(F)c1,1.3,-17.2,-3.7,-4.4,0.4,-42.0,-8.9,1.4,-0.0201
O=C1CC(C(=O)O)S/C(=N\NC(=O)c2ccc(F)cc2)N1 (configuration not stated),0.5,-11.5,-2.6,-2.6[fluorescence artefact?],0.6,-2.5,-2.9,0.6,0.0725

# Four compounds out of the list, sorted by heavy-atom count, ascending.
SMILES,zVAD death inh,EBV gp42 block,Rad51 HR inh,eIF4E 4G PPI,PERK inhibitor,m-calpain inh,Mdm2 ligase inh,TNF necrop inh,Cl transport mod
COc1ccccc1CNC(=O)Cn1cc2c(n1)CCCC2,0.7,-18.5,-3.1,-8.2,0.6,-4.1,-5.8,-0.6,-0.0779
CCN(CC)c1ccc(/C=C(\C#N)C(=O)NCc2ccco2)cc1,19.7,-97.3,-21.5,3.0,-1.0,23.9,-7.2,6.0,-1.07
COc1ccc(COc2ccsc2C(=O)Nc2ccc(Cl)c(Cl)c2)cc1,-0.1,-14.6,3.0,-21.5,0.8,8.0,-13.1,-0.3,.
COCCNC(=O)CSc1nc2cc(OC)c(OC)cc2c(=O)n1CCc1ccc(S(N)(=O)=O)cc1,-0.2,1.6,-1.9,-0.5,0.1,10.6,-5.5,-0.1,1.64

# The list goes on.
SMILES,zVAD death inh,EBV gp42 block,Rad51 HR inh,eIF4E 4G PPI,PERK inhibitor,m-calpain inh,Mdm2 ligase inh,TNF necrop inh,Cl transport mod
CCOC(=O)N1CCN(C(=O)c2ccc(Cl)c(S(=O)(=O)N3CCOCC3)c2)CC1,0.3,-2.2,-1.6,-0.3,0.7,30.6,-13.6,0.5,.
O=C(COc1cccc(NC(=O)c2cccc([N+](=O)[O-])c2)c1)c1ccc(F)cc1,0.1,4.2,-0.7,1.8,-0.7,25.8,-4.6,-11.5,0.602
CCC(C)c1ccc(O)c(NC(=O)c2ncn[nH]2)c1 (configuration not stated),-1.3,-1.8,-11.7,-2.8,1.4,-11.4,5.9,-2.0,-0.683
CNc1nc(N)c(C(=O)C23CC4CC(CC(C4)C2)C3)s1,6.1,-1.7,14.8,0.3,0.5,4.1,-6.2,3.9,-0.234
O=C1/C(=C\c2cccnc2)Sc2ccccc21,-0.6,21.9,.,1.5,-0.9,18.6,-6.6,-0.1,-1.05
CCOC(=O)N1CCC(NC(=O)c2ccc(N3CCC4(CC3)OCCO4)c([N+](=O)[O-])c2)CC1,7.2,-4.3,5.7,0.6,-0.1,-22.7,-2.1,1.2,0.411
O=C(Nc1ccc(N2CCN(C(=O)c3ccco3)CC2)cc1)c1ccccc1F,-0.1,-0.7,-0.5,-0.9,-1.3,24.3,-2.3,-0.8,1.44
NC(=O)CSc1cn(Cc2cccc(F)c2)c2ccccc12,-0.8,3.6,-8.3,-1.6,0.2,26.7,-5.3,-3.8,-0.955
Cn1c(SCc2ccccc2)nnc1-c1cccs1,0.5,6.8,-3.3,2.0,1.0,0.8,-4.1,-3.6,1.18
Cc1cc(OCC(=O)N(C)c2ccccc2)cc2c1C(=O)CC(C)(C)O2,-0.1,-10.6,20.7,1.8,-0.8,5.0,-8.6,2.8,.
CC(CNC(=O)C(=O)NC(C)CCc1ccccc1)Cc1ccccc1 (configuration not stated),0.6,4.4,-2.1,-6.0,1.5,12.8,1.2,-5.1,-0.0854
Cc1oc2cc(OC(C)C(=O)O)ccc2c(=O)c1Oc1ccccc1 (configuration not stated),0.0,1.2,3.2,-6.0,0.9,15.5,-17.9,-13.5,1.75
COC(=O)c1ccc(NC(=O)C2CC(=O)N(c3cc(C)ccc3C)C2)cc1 (configuration not stated),0.3,4.9,0.6,0.5,0.2,-9.2,6.6,-1.9,-0.591
N#CCCn1cc(/C=N/O)c(-c2ccc(F)cc2)n1,0.4,-1.3,-9.4,4.0[fluorescence artefact?],0.9,-8.2,-23.3,1.3,1.31
N#C/C(Cn1c[n+](NC(=O)Nc2ccccc2)cn1)=N/O,-0.2,-11.8,-1.8,5.7,0.8,-21.3,-17.1,0.6,0.265
Cc1ccc(S(=O)(=O)N(C)C)cc1NC(=O)COC(=O)c1n[nH]c(=O)c2ccccc12,10.3,-6.3,-0.9,-0.7,-0.9,-34.6,2.9,0.4,-0.652
CCOc1ccc(C(=O)N[C@H](C(=O)Nc2cccc(S(=O)(=O)N3CCCCC3)c2)C(C)C)cc1,7.2,-175.3,-265.5,-1.7,0.6,12.3,-2.1,7.1,-1.49
CCn1c(COc2ccc3c(c2)CCCC3)nnc1SCC(=O)Nc1ccc(C(=O)OC)cc1,2.2,-6.8,-9.2,-0.6,0.1,6.4,2.2,2.5,0.0558
CCn1c(=O)n(CC(=O)NCc2ccco2)c(=O)c2ccccc21,0.8,-12.2,5.3,1.4[fluorescence artefact?],0.2,5.6,-1.6,1.0,.
CCOC(=O)C(=CNc1ccc(Oc2cncc(Cl)c2)nc1)C(=O)OCC,-0.5,-9.6,19.4,1.0,-1.5,7.1,-2.5,1.5,-2.74
Cc1cccc(C(=O)Oc2ccccc2-c2nnco2)c1,-0.8,-10.4,-7.3,-5.0,1.1,-26.4,0.8,-0.3,-0.3
CCOc1cc(/C=C2/SC(=S)N(CC3CCCO3)C2=O)ccc1O (configuration not stated),-1.7,-7.3,.,-0.7,0.4,6.1,.,-3.3,0.925
N#C/C(=C\c1cc([N+](=O)[O-])c(N2CCOCC2)cc1N1CCOCC1)c1nc2ccccc2[nH]1,0.5,8.8,-1.4,.,-0.9,-21.1,-6.6,-11.2,-1.05
Cc1ccc(OCC(=O)N(c2ccccn2)C2CCCCC2)c(C)c1,-0.1,-0.9,1.0,-12.4,-1.0,25.4,-8.4,0.3,-0.506
Nc1ccc(Cl)c[n+]1Cc1cccc2cccnc12,-0.6,-3.8,-0.3,-10.0,0.3,-17.2,.,5.7,-0.0762
NC(=O)c1nn(-c2ccccc2)nc1NC(=O)CN1CCCCC1,0.0,-22.7,-28.2,-1.9,-0.5,-45.2,-7.4,-3.3,0.403
O=C(Cc1ccccc1)Nc1cccc(-c2nc3ncccc3o2)c1,0.0,-17.2,7.7,-7.2,-0.2,5.5,-1.9,-0.6,.
C1=C(c2ccccc2)Nc2ccccc2N=C1c1ccccc1,-0.1,10.4,0.9,-27.3,0.2,25.7,-19.0,1.4,0.28
